Source: PubChem (Sanford-Burnham Center for Chemical Genomics)
ATG4B inh: inhibitors of human ATG4B cysteine protease | Q9Y4P1 | ATG4B cleavage of LC3-PLA2, NBD-HPC fluorescence, 1 h | inhibition, % at 8.33 µM | 340,000 compounds, 0.51% hits | AID 504462; in the data active means inhibition above about 40%
Target sequence (Q9Y4P1 whole entry, looked up): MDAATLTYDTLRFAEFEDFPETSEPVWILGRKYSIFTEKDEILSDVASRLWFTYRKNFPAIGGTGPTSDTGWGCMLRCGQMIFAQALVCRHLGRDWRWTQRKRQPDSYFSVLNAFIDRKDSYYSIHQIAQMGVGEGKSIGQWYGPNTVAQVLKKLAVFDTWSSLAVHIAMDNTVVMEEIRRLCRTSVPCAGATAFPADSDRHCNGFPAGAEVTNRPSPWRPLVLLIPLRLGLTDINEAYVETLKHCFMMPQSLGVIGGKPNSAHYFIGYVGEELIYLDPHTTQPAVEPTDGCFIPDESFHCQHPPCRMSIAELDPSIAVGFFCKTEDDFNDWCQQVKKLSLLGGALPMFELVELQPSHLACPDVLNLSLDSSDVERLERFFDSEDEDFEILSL
SENP6 inh: inhibitors of human SENP6 protease. Q9GZR1. Recombinant SENP6 catalytic domain, aminoluciferin luminescence. inhibition, % at 10 µM. 330,000 compounds, 1.8% hits. AID 2599;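 active means inhibition above about 50% at the single tested dose, limit read from the data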;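 further: plate controls were DMSO wells with enzyme for no effect and DMSO wells lacking enzyme for full effect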
Target sequence (Q9GZR1 628-1112 limits assumed): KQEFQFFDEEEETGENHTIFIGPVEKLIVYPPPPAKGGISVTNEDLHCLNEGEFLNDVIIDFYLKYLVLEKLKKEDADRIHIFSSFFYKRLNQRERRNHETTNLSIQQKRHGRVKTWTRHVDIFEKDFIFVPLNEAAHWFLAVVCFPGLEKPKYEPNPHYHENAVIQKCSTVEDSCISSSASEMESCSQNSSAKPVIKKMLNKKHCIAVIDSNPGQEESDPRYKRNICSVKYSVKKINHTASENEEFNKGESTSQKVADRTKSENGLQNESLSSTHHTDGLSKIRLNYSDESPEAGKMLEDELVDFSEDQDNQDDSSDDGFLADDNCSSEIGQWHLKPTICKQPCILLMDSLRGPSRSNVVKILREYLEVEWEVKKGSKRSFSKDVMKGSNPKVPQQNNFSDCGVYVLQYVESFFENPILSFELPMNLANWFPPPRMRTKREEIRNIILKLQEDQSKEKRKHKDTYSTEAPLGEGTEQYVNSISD
SENP7 block: blocks the human protease SENP7; 330,000 compounds, 1.5% hits; recombinant SENP7, Z-RLRGG-aminoluciferin luminescence, 40 min; AID 434973; Q9BQF6; inhibition, % at 5 µM;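 active means inhibition above about 50% at the single test dose, limit read from the data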;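 further: plate controls were DMSO with enzyme for no effect and no enzyme buffer wells for full effect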
PfG6PD inh: PfG6PD (Plasmodium falciparum) enzyme inhibition | PfGluPho enzyme, NADPH resazurin-diaphorase fluorescence | inhibition, % at 20 µM | 350,000 compounds, 0.78% hits;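 active means inhibition reaching at least a set limit at 20 µM in the primary screen, cut at about 59% in these data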;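 further: 0% = DMSO wells with substrate and 100% = DMSO wells lacking glucose-6-phosphate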
SENP8 block: blocks human SENP8 cleavage of Nedd8 substrate | recombinant SENP8, Nedd8 substrate fluorescence | inhibition, % at 20 µM | 360,000 compounds, 0.64% hits; in the data active means inhibition mostly above about 40%, no sharp cut-off; inactive means mostly below about 27%
Target sequence (Q96LD8 whole entry, looked up): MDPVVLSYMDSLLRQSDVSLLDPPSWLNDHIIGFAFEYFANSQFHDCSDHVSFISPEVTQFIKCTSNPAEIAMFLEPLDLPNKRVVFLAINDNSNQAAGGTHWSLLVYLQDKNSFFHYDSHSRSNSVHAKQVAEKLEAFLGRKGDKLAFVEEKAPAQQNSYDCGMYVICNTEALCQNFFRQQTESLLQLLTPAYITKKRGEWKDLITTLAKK
GRIN3A LBD mod: NR3A (human) ligand-binding domain modulation; NR3A LBD differential scanning fluorimetry, Tm shift; 0% = protein alone, 100% = glycine-bound protein; Tm shift relative to glycine control, % at 25 µM; 340,000 compounds, 2.5% hits;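 active means melting temperature shift of at least 10% of the positive control shift, at one fixed dose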
HKDC1 inhibitor: blocks human hexokinase HKDC1 activity; recombinant HKDC1, G6PDH/diaphorase resazurin coupled fluorescence; Q2TB90; inhibition, % at 20 µM; 340,000 compounds, 0.16% hits;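 active means inhibition above about 35% when tested at 20 µM, limit read from the data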;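 further: plate controls were DMSO wells with enzyme for no effect and DMSO wells lacking enzyme for full effect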
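Test system: recombinant HKDC1 (HK5) hexokinase enzyme, produced in-house / Doses: 20 µM test compound, 1% DMSO / Timing: 90 min, room temperature / Detection: G6PDH/diaphorase-coupled fluorescence, 1 mM NADP, 100 µM resazurin, 525/613 nm / Control set: DMSO wells with and without enzyme mix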
MPTP block: blocks calcium-induced mitochondrial swelling; isolated mouse mitochondria, Ca2+ swelling absorbance, 30 min; inhibition, % at 10 µM; 360,000 compounds, 1.4% hits;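 active means inhibition of 50% or more, scaled per plate between neutral and stimulator controls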;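 further: 0% = DMSO wells given calcium and 100% = 1 mM EGTA wells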
Starred values were filed as active, the others as inactive; i = inactive; / = not tested or not shown; & = joins results of further samples.

SMILES	ATG4B inh	SENP6 inh	SENP7 block	PfG6PD inh	SENP8 block	GRIN3A LBD mod	HKDC1 inhibitor	MPTP block
Cc1nc2ccccc2n1C(=O)c1ccccc1[N+](=O)[O-]	-7.8	-14.0	7.1	15.9	17.1	-0.6	-9.7	1.0
O=C(C[n+]1ccccc1)Nc1ccc(Cl)c([N+](=O)[O-])c1	-5.7	5.8	-1.1	-6.0	17.3	-1.4	-5.2	0.2
CCOC(=O)C1=C(O)/C(=C\c2sccc2C)N=C1C	29.7	-6.8	-2.0	-15.0	8.6	0.9	3.6	-3.0
O=C(Cc1cccc(NC(=O)C2CCCN(C(=O)CCc3ccccc3)C2)c1)Nc1ccc(C(=O)N2CCOCC2)cc1 (stereo unspecified)	1.5	/	/	-6.5	5.0	-1.9	-4.7	5.2
CCCc1cc(=O)oc2cc(C)cc(OCC(=O)N3CCC(C(=O)O)CC3)c12	-1.2	-21.1	10.2	-5.3	-152.5	-2.4	5.0	-0.7
N#Cc1ccc(-c2nnnn2-c2ccc3c(c2)OCO3)cc1	-7.8	3.2	4.5	-2.2	0.2	-2.2	-2.3	2.7
Brc1ccc(-c2csc(N3CCOCC3)n2)cc1	-0.5	-23.3	-11.7	24.7	2.5	-1.3	-6.6	0.7
O=C(NCc1ccco1)Nc1cccs1	5.7	-1.5	4.1	9.6	1.3	-1.6	-3.5	-0.5
CCCCC(CC)CNC(=O)CCCCn1c(=O)[nH]c2ccsc2c1=O (stereo unspecified)	-5.1	-1.6	7.9	-1.6	11.2	-1.3	0.3	2.4
COc1cccc(NC(=S)N2CCc3cc(OC)c(OC)cc3C2COc2ccc3c(C)cc(=O)oc3c2)c1 (stereo unspecified)	-2.7	-43.0	1.7	-4.7	-250.3	-3.2	-1.8	2.8
CN(C)c1ccc(C(=O)Nc2nc3c(s2)CCCC3)cc1	-5.0	95.4*	98.1*	54.5	-397.2	1.4	-2.1	-1.3
Cc1cccc(N2CCN(C(=O)CCn3c(=O)[nH]c4ccsc4c3=O)CC2C)c1 (stereo unspecified)	-0.1	-18.6	-11.9	0.7	15.6	-0.6	-3.2	-0.6
CC1CCCCC1NC(=O)COC(=O)c1ccc(S(=O)(=O)NCc2ccco2)cc1 (stereo unspecified)	-1.3	5.7	-4.6	-3.1	14.4	1.4	33.8	1.3
Cc1ccc(C(=O)NCc2nnc(SCC(=O)Nc3sc4c(c3C#N)CCCC4)n2C)cc1	-8.2	0.5	-2.8	-34.5	14.1	-2.0	-4.8	-16.0
COc1ccc(-c2ccc3nnc(SCC(=O)Nc4ccc(NC(C)=O)cc4)n3n2)cc1	-5.6	-18.0	-3.9	-9.6	-91.7	-5.8	1.5	0.7
CCn1nc(C)c(CNC(=O)C2CCC(=O)N(Cc3cccc(F)c3)C2)c1C (stereo unspecified)	5.3	-8.7	-1.9	-12.9	3.3	-2.5	-8.4	0.4
COc1ccccc1-c1nnc(NC(=O)OCC(C)C)s1	-4.9	-4.8	1.3	2.6	-107.6	-7.5	-1.7	2.0
Cc1cn(CC(=O)N[C@H](C)c2cccc3ccccc23)c(=O)[nH]c1=O	-4.5	/	/	-3.5	-2.5	-0.3	-6.1	-1.3
CCCOC(=O)c1ccc(O)c(OC)c1	0.3	-20.1	2.2	-13.9	-2.8	0.8	-6.9	-0.9
COc1ccc(-c2cc(CNS(=O)(=O)c3cc(OC)ccc3OC)on2)cc1	-14.5	-1.6	15.4	-2.5	-1.9	1.5	5.5	-2.0
O=C(N[C@@H](CO)C(=O)NCc1ccccc1)c1ccc(C(F)(F)F)cc1	-15.4	0.1	3.8	7.1	11.8	0.6	-3.0	-0.4
Cc1cccc(NC(=S)NCc2ccc3c(c2)OCO3)c1	12.3	0.0	7.4	0.7	21.2	-3.7	-5.1	2.1
Cc1ccc(C)c(S(=O)(=O)NCCCN2CCOCC2)c1	1.0	9.6	1.8	10.2	0.9	0.4	-11.6	-1.4
Cc1ccc(C(=O)CCNc2ccc(F)c(Cl)c2)o1	-1.6	10.7	6.8	3.3	7.2	4.1	-3.0	1.6

Copied from the list.
ATG4B inh, Cc1cccc(NC(=S)NCc2ccc3c(c2)OCO3)c1 = 12.3
SENP7 block, Cc1ccc(C(=O)NCc2nnc(SCC(=O)Nc3sc4c(c3C#N)CCCC4)n2C)cc1 = -2.8

Additional records follow:
SMILES	ATG4B inh	SENP6 inh	SENP7 block	PfG6PD inh	SENP8 block	GRIN3A LBD mod	HKDC1 inhibitor	MPTP block
CCc1cc(=O)oc2c(C)c(OC(C)C(=O)N3CCC[C@@H]3C(=O)O)ccc12 (stereo partly specified)	1.1	0.4	7.8	-12.9	-196.9	-0.5	2.5	-0.4
Cc1ccc(Cn2nnnc2CN2CCC(O)(c3cccnc3)CC2)cc1	-2.4	18.6	-2.4	-3.8	6.2	-1.4	-9.1	-1.6
O=C(Nc1ccc2oc(-c3ccncc3)nc2c1)c1cccs1	-12.7	-6.9	4.6	9.0	i	33.5*	-0.1	0.6
CC(C)C(=O)NNC(=O)c1csc(-c2cccs2)n1	-3.0	-11.3	-5.9	10.4	9.4	-1.0	-3.8	1.1
CC(C)(C)c1ccc(NC(=O)COC(=O)c2ccc(CN3CCCC3=O)cc2)cc1	-13.6	-19.1	-6.6	-0.6	2.2	0.4	0.8	0.2
CC(C)CCN1CCN(C2CCN(c3ccccc3)CC2)CC1CCO (stereo unspecified)	-1.3	-15.1	-5.2	0.5	8.2	-2.5	-12.6	1.0
Cc1cccc(N=C2NC(=O)CS2)c1	2.0	5.7	0.1	-3.8	10.0	-0.4	-6.1	-1.1
c1ccc(CCC2=NCCn3cccc32)cc1	2.3&-1.1	0.6	-3.6	-14.5&-13.2	-114.9&-138.6	-0.2&-5.0	-3.7&-5.7	0.5&-0.2
O=C1CCc2cc(S(=O)(=O)Nc3ccc(C(F)(F)F)cc3)cc3c2N1CC3	-2.4	0.5	0.1	-18.4	25.3	-9.1	1.4	0.1
CC(C)Nc1nc(SC(C)C(=O)Nc2ccccc2)nc(N(C)C)n1 (stereo unspecified)	-4.4	-3.7	-4.6	9.2	11.6	-2.0	-0.8	-1.2
N#CCCCc1cc2ccccc2cn1	3.5	-25.6	-4.2	-7.8	-84.2	-0.5	-3.7	-0.1
CC(C)C[C@H]1CN([C@@H](Cc2ccc(O)cc2)CN2CCC[C@@H]2CN2C(=O)C(=O)NC[C@@H]2Cc2ccccc2)C(=O)C(=O)N1CC1CCCCC1	/	/	/	12.2	8.9	-6.7	0.6	-0.3
CCN(CC(=O)Nc1ccc(NC(C)=O)cc1)C(=O)c1ccc(NC2CC2)c([N+](=O)[O-])c1	8.0	-6.8	6.0	-17.7	18.7	-0.6	3.8	0.5
CCOc1ccccc1NC(=O)CN1C(=O)COc2ccc(Cl)cc21	1.6	2.1	5.2	-3.1	4.8	0.5	-3.6	-1.0
O=C(CNC(=O)c1cccc(F)c1)N/N=C/c1cc(Br)ccc1OCc1ccccc1	1.4	-6.3	11.6	26.4	4.6	6.4	-7.0	6.1
CC(=O)c1cc(CN2C(=O)c3ccccc3C2=O)cs1	-3.3	13.0	-6.8	-9.9	17.1	0.3	-4.3	-1.3
N#CCc1c(C#N)c(N)nc(N2CCCC2)c1C#N	0.5	-5.8	9.4	5.0	-431.4	0.1	-1.9	0.4
CC(C)(C)C(=O)Nc1cccc(-c2nc3ccccc3[nH]2)c1	-7.7	6.8	1.9	13.7	-42.4	0.9	1.4	1.6
CCOC(=O)c1sc2nc(C)nc(NCc3ccccc3OC)c2c1C	-9.7	5.5	2.9	21.1	-304.9	-0.3	2.0	2.0
O=C(COC(=O)c1ccc(Cl)nc1)NCCc1ccc(Cl)cc1	0.3	0.0	4.5	-2.1	-4.6	6.8	-1.1	0.2
C[N+]1(C2CCC3CCCC2C3O)CCCC1 (stereo unspecified)	4.5	2.4	-1.2	-5.5	10.9	-3.7	1.6	5.4
Cc1ccc(-n2c(=O)c3sccc3n(CC(=O)NCC3CCCO3)c2=O)cc1F (stereo unspecified)	-13.0	-14.9	1.9	5.0	3.5	2.2	-6.8	-0.5
COC(=O)C(C)Oc1ccc(-c2nccc(-c3cccs3)n2)cc1 (stereo unspecified)	-11.1	5.3	-1.6	0.6	2.0	-10.2	-6.9	0.7
O=C(COc1ccc2ccccc2c1)NCCNC(=O)COc1ccc2ccccc2c1	-1.1	-7.8	4.1	-6.0	-1.5	-1.1	-1.1	0.6
O=C(C[n+]1ccc(/C=N/O)cc1)NCc1ccccc1	7.6	-1.5	-2.0	-5.8	8.4	-0.1	-7.9	0.3
C=CCNC(=O)COc1ccc(N(C)S(=O)(=O)c2ccc(NC(C)=O)cc2)cc1	-3.9	-18.2	-12.8	16.3	14.6	-4.0	5.8	1.9
CCOc1cc(OCC)cc(C(=O)O)c1	0.6	11.0	-0.7	2.2	21.1	0.6	-7.0	0.7
CN(C)S(=O)(=O)Oc1cccc(C(=O)Nc2cccc(Cl)c2)c1	-15.2	50.6*	88.5*	26.7	9.7	-6.4	5.1	16.5
Cc1cccc(C)c1NC(=O)Cc1cccs1	5.5	8.3	1.6	18.1	-93.8	3.0	-4.7	0.8
CC(NC(=O)c1cccc(S(=O)(=O)N2CCCCCC2)c1)c1ccccc1 (stereo unspecified)	-16.9	7.3	-1.6	-3.1	11.3	-0.2	-2.5	0.4
COc1ccc(NC(=O)CN2C(=O)NC(C)(c3ccc(C)cc3)C2=O)cn1 (stereo unspecified)	-5.0	-9.9	-6.5	-5.2	1.5	-0.3	-6.7	-0.4
COc1ccccc1NC(=O)CN1CCSc2ccccc21	11.4	0.4	6.3	5.1	4.3	-6.7	8.6	0.4
COc1ccc(/C=C2/CCOC2=O)cc1	-1.5	-16.7	3.1	-4.9	22.9	0.3	-4.9	3.7
CCOc1ccc(NC(=O)[C@@H](NC(=O)c2ccco2)C(C)C)cc1	-3.3	-22.4	-13.3	3.7	12.9	0.5	-1.3	1.0
Cc1cc(C)cc(N2C(=O)c3nccnc3C2=O)c1	2.6	3.1	1.8	-23.4	10.1	14.4*	4.3	1.7
COc1cccc(CN2C(=O)[C@H]3Cc4c([nH]c5ccccc45)C(C)(C)N3C2=O)c1	-8.3	-7.3	-17.3	6.8	21.9	-0.8	0.2	0.7
CN(C)S(=O)(=O)c1ccc(N/C=C(\[N+](=O)[O-])S(=O)(=O)c2ccccc2)cc1	0.9	-21.4	-3.4	-5.2	10.6	-0.3	-1.5	-0.9
Cc1ccc(C)c(NS(=O)(=O)c2ccc3c(c2)NC(=O)CO3)c1	2.9	16.2	-1.7	6.2	11.1	1.2	1.0	-0.4
Cn1c(=O)c2ccccc2n(CC(=O)NC2CCCCC2)c1=O	-2.5	-2.1	4.4	-6.7	9.7	0.5	-5.7	-0.7
CN(C)CCn1cnc2c1c(=O)[nH]c(=O)n2Cc1ccccc1	4.4	-7.1	-1.3	0.6	10.4	-0.7	-5.1	1.3
O=C(NC(=S)Nc1ccc(C(=O)N2CCOCC2)cc1)c1ccc([N+](=O)[O-])cc1	4.4	2.6	4.5	0.5	5.9	-0.1	-6.2	-1.8
Cc1cc(C)c2nc(-c3ccccn3)cc(C(=O)NCc3ccc(S(N)(=O)=O)cc3)c2c1	-7.0	-5.2	-6.1	-6.6	-393.0	-2.7	15.2	-0.4
NS(=O)(=O)c1ccc(NNC(=O)c2ccccc2C(=O)O)cc1	-7.0	-35.8	-6.3	7.8	20.3	2.2	-3.1	1.1
Cc1ccc(/C(O)=C2\C(=O)C(=O)N(CC(C)O)C2c2cccc(F)c2)cc1 (stereo unspecified)	-13.0	-6.2	-3.9	33.7	-34.6	0.5	-3.5	-3.8

An excerpt from above in order of their number in ATG4B inh, lowest first:
Structure,ATG4B inh
Cc1ccc(/C(O)=C2\C(=O)C(=O)N(CC(C)O)C2c2cccc(F)c2)cc1 (stereo unspecified),-13.0
COc1ccc(NC(=O)CN2C(=O)NC(C)(c3ccc(C)cc3)C2=O)cn1 (stereo unspecified),-5.0
CCCc1cc(=O)oc2cc(C)cc(OCC(=O)N3CCC(C(=O)O)CC3)c12,-1.2
